esBAF inh = inhibitors of esBAF chromatin remodeling in mouse ES cells. Bmi1-luciferase knock-in reporter, 24 h; 100% = twice the neutral-well signal. reporter increase, % at 12.5 µM. 2% of 350,000 active. AID 602393; in the data active = activation above about 40%; inconclusive = no clear call, values can overlap the other calls;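 note: 0% = median of the plate's neutral control wells and 100% = double that signal; a rise in the Bmi1 reporter signal indicates esBAF inhibition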
miR-122 sensor = inhibitors of miR-122 in Huh7 cells; Huh7 miR-122 Renilla luciferase sensor, 48 h; neutral wells = 0, positive control = 100; activation (reporter increase), % at 12.5 µM; 0.3% of 340,000 active; AID 602342;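 active = mean replicate activation score at least 90 and every replicate individually at or above 90; inconclusive = only one of the two criteria met; inactive = neither criterion met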;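 note: higher luciferase means less miR-122 activity so hits act as miR-122 inhibitors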
ARNT-TACC3 inh = ARNT/TACC3 interaction disruption; Q9Y6A5; AlphaScreen His-ARNT PAS-B/GST-TACC3 binding, luminescence; TACC3 fragment carries E629A point mutation; inhibition, % at 9.99 µM; 0.66% of 390,000 active;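 active = mean inhibition of replicates at least 50% and at least half of replicates each reaching 50%; inconclusive = half or more replicates reach 50% but mean below 50%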;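 note: 0% = complete ARNT plus TACC3 wells and 100% = ARNT alone without TACC3; many hits fall short of the cut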
ERp5 inh = ERp5 (human) disulfide isomerase inhibition | Q15084 | ERp5 insulin aggregation, absorbance 650 nm, 90 min | inhibition, % at 9.99 µM | 0.05% of 350,000 active | AID 651711;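 active = mean replicate inhibition above about 25%, with every replicate also reaching it, limit read from the data, passing the limit was not always enough; inconclusive = only one of those two criteria met; inactive = neither criterion met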
Target sequence (Q15084 whole entry, looked up): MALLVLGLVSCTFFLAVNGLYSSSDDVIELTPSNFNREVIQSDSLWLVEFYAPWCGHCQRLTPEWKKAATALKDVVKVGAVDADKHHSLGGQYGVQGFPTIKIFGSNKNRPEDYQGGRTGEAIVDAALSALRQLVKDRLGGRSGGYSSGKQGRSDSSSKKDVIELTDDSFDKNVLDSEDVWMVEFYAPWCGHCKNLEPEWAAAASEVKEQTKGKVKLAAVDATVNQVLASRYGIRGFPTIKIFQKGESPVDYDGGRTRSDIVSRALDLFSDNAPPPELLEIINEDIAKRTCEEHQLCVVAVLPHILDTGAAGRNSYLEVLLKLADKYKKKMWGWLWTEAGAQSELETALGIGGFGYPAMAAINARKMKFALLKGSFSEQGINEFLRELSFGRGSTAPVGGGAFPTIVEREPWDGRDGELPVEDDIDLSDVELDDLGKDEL
Statin myotox sup = suppressors of simvastatin-induced myotoxicity in C2C12 myotubes; 0.78% of 330,000 active; rescue of ATP level, % at 7.49 µM; AID 602340; ATP luminescence, 48 h; scaled: DMSO 0, geranylgeraniol control 100;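 active = mean ATP rescue above about 67%, or every replicate alone reaching that limit, limit read from the data, passing the limit was not always enough; inconclusive = no clear call, values can overlap the other calls; inactive = mean under the limit and some replicate under it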;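 note: myotubes were challenged with 10 µM simvastatin during compound exposure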
SIRT5 block = blocks human SIRT5 desuccinylation of peptide; Q9NXA8; Purified SirT5, succinyl-peptide AMC, trypsin-coupled fluorescence; inhibition, % at 15 µM; 1.1% of 330,000 active; in the data active = inhibition above about 15%; inconclusive = no clear call, values can overlap the other calls
Target sequence (Q9NXA8 whole entry, looked up): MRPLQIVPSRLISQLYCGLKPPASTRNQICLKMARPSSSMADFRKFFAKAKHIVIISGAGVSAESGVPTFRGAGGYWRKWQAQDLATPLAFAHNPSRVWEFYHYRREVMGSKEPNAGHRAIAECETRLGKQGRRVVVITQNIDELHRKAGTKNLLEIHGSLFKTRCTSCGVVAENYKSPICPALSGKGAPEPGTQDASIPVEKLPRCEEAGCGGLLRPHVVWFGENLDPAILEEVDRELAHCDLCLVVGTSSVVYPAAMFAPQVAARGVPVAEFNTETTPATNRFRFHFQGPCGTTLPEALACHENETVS
Cneo AK release = causes C. neoformans cell lysis | adenylate kinase release luminescence, 4 h; normalised: neutral wells 0, clomiphene wells 100 | lysis activity, % at 15 µM | 0.2% of 360,000 active;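 active = mean lysis activity across replicates of at least 80%, whatever share of replicates individually reach that level; inactive = mean lysis activity below 80%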
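Test system: log-phase Cryptococcus neoformans yeast cells; Quantity: yeast cell density of 5 × 10^6 cells/mL; Buffer or medium: YPD; Doses: single compound concentration per well; Timing: 4 h at 37 °C static, read 1 h later; Measured by: AK luminescence; Read-out basis: lysis from increased AK signal; Control set: Clomiphene as positive control.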
An asterisk follows results filed as active; ? = inconclusive; . = not tested or not shown; [ ] = dose if it differs, or a comment.

SMILES	esBAF inh	miR-122 sensor	ARNT-TACC3 inh	ERp5 inh	Statin myotox sup	SIRT5 block	Cneo AK release
C[C@@H]1CN([C@H](C)CO)C(=O)c2cc(NS(=O)(=O)c3ccccc3)ccc2O[C@H]1CN(C)Cc1ccccc1	1	3[16.7 µM]	-4	-7	29	-3	-4
N#Cc1ccc(-c2ccc3c(c2)[C@H]2[C@H](CCN2Cc2ccc4c(c2)OCO4)[C@H](CO)N3)cc1	-7	-4[16.7 µM]	-7	-2	-10	-25	0
C[C@@H]1CN([C@H](C)CO)S(=O)(=O)c2ccc(-c3cccc(C#N)c3)cc2O[C@H]1CN(C)C(=O)c1ccncc1	2	-3[16.7 µM]	-2	3	-16	-5	-2
CCCC(=O)Nc1ccc(S(=O)(=O)N2CCCC2)cc1	3	1	-20	0	-5	-2	-1
COc1ccccc1N(C(=O)c1snc(C(N)=O)c1N)C(C(=O)NC1CCCC1)c1ccco1 (configuration not stated)	-1	3	1	.	-17	.	.
CC(C)CC(=O)N/C(N)=N/c1nc2ccccc2o1	75*	.	-1	1	-3	-3	-9
COc1cc(/C=C/C(=O)Nc2ccc(OC)c(S(=O)(=O)N3CCOCC3)c2)ccc1OCC#N	-2	-10	38	2	6	3	-3
CN(C)/C=c1\sc2c(C#N)cc(C(=O)c3ccc(Br)cc3)n2c1=O	-6	2	1	.	13	.	8
O=C(CSc1nnnn1C1CCCCC1)NCc1ccccc1	-4	-18	-1	.	.	.	11
CCOc1ccccc1Nc1nc2ccccc2n1C(C)C	8	-19	-2	-7	-17	-4	1
CCN1C(=O)[C@H]2[C@@H](c3ccccc3)N[C@]3(CCCN(Cc4ccccc4)C3=O)[C@H]2C1=O	8	-5	.	-7	6	24*	1
CN1CCCC(OC(=O)c2ccccc2Br)C1 (configuration not stated)	-9	-1	1	0	7	-1	1
CN(C(=O)c1ccc(NC(=O)Cc2cccc(NC(=O)C3CCCN(C(=O)C4CCCC4)C3)c2)cc1)C1CCCC1 (configuration not stated)	7	-3	-3	-2	0	.	0
COc1ccc(S(=O)(=O)N(C)C[C@H]2OCCCC[C@H](C)Oc3ccc(NC(=O)NC(C)C)cc3C(=O)N([C@H](C)CO)C[C@H]2C)cc1	-3	-2[16.7 µM]	2	-1	.	1	0
Cc1cnccc1CN(C)C(=O)CC1C(=O)NCCN1CC1CCCCC1 (configuration not stated)	.	.	-1	11	.	-4	.
CCc1ccc2c(Cl)c(C(=O)N/N=C/c3c[nH]c4ccccc34)sc2c1	9	-7	0	.	.	.	-2
CCCc1ccc(NC(C)C(=O)Nc2ccc(S(=O)(=O)N3CCOCC3)cc2)cc1 (configuration not stated)	6	5	7	1	-4	-5	-1
Cc1ncc([N+](=O)[O-])n1S(=O)(=O)c1cc(Cl)ccc1Cl	5	-1	3	4	12	-1	-2
COc1ccc(C2(CNC(=O)c3cc([N+](=O)[O-])cc([N+](=O)[O-])c3)CCCC2)cc1OC	-2	-3	7	0	-10	-1	.
COc1ccc(OCc2cc(-c3ccc(Cl)cc3)no2)cc1	-2	-3	2	-10	13	12	-1
CN(C)CCn1c(=O)n(-c2ccc(F)cc2)c(=O)c2c3c(sc21)CCCCC3	9	.	0	2	-1	-5	.
O=C(C[C@H]1CC[C@@H](NC(=O)c2ccccn2)[C@H](CO)O1)NCc1cccc(F)c1	-3	.	-3	-2	8	-4	-2
CCCC(CNC(=O)COC(=O)C1=NNC(=O)CC1)c1ccc(Cl)cc1Cl (configuration not stated)	.	-7	-24	5	.	-5	.
N=Nc1c(O)n(CC(=O)Nc2ccccc2)c2ccccc12	-4	11	6	1	2	0	-1
CC/C(C)=C1/NC(=O)NC1=O	-6	1	-6	12	1	.	0
O=C(c1ccc(Br)s1)N1CCN(C/C=C/c2ccccc2)CC1	-1	59	9	.	44	.	.
O=c1ccc(S(=O)(=O)N2CCCC2)cn1Cc1nc(-c2ccc(F)cc2)no1	7	-4	-1	-6	-4	-4	-1
O=C(O)c1ccc2c(=O)n3c(nc2c1)/C(=C/c1cccc(O)c1)CC3	0	-4	37	1	13	5	-1
Cc1cccn2c(=O)c(/C=C(\C#N)S(=O)(=O)c3ccccc3)c(N3CCN(Cc4ccccc4)CC3)nc12	4	-1	1	3	-4	-2	-8
Cc1ccc(S(=O)(=O)N2CCN(C(=O)/C=C/c3ccco3)CC2)cc1	.	.	3	0	.	-2	.
COc1ccc(NC(=O)NCCN2CCN(c3cc(OC)ccc3OC)CC2)cc1	2	-3	-3	2	-7	28*	2
Cc1cc(C)cc(N(CC(=O)NC2CCC(C)CC2)S(=O)(=O)c2c(C)[nH]c(=O)[nH]c2=O)c1 (configuration not stated)	4	1	0	3	8	-6	1
CN(Cc1ccccc1F)C(=O)CN1CCN(S(=O)(=O)c2ccc3c(c2)OCCCO3)CC1	4	-3	3	2	10	-1	1
COC(CNC(=O)C1CCN(C(=O)c2cc3oc(C)cc3n2Cc2c(F)cccc2Cl)CC1)OC	.	.	-5	?	.	1	.
Cn1nnc(NC(=S)NC(=O)c2cc(Cl)ccc2Cl)n1	-4	-3	1	6	-11	0	.
COCC(=O)N1[C@@H](CO)[C@H](c2ccccc2)[C@@H]1CN(C)C(=O)c1cccnc1	-1	-18[16.7 µM]	-2	2	1	5	-5
COC(=O)c1ccc(C23CC4(C2)[C@H](CN(CC2CCCCC2)[C@@H]4c2ccccc2)C3c2ccccc2)cc1 (some centres not stated)	-5	1	-6	2	1	.	1
COCCOC(=O)C1=C(C)NC(=S)NC1c1cccs1 (configuration not stated)	-3	.	1	1	-31	-1	2
CCC(C(=O)Nc1nccs1)(C(F)(F)F)C(F)(F)F	-7	-4	-3	.	6	.	-5
O=C(C[C@@H]1CC[C@@H](NC(=O)C2CC2)[C@@H](CO)O1)NCC1CC1	1	.	-2	-7	-3	1	1
CCc1nn(C(C)C(=O)N(C)Cc2ccccc2)c(=O)c2cc3occc3n12 (configuration not stated)	-8	.	16	4	2	1	9
CCC(=O)Nc1ccc2ccccc2c1	9	2	0	.	4	.	4
CCOc1ccc(NC(=O)CSc2nnc(CNC(=O)c3cccs3)o2)cc1	6	1	0	5	1	12	0
CCn1c(SCC(=O)c2cc(C)n(-c3ccc(C(=O)OC)cc3)c2C)nnc1-c1cccnc1	-1	-1	3	.	3	.	-1
CCOc1cnn(-c2cc(Oc3ccc(C)cc3)ncn2)c(=O)c1Cl	.	-5	-2	.	.	.	4
CC(C)(C)c1ccccc1NC(=O)c1ccc(-n2cncn2)c([N+](=O)[O-])c1	.	.	-20	-5	.	5	1
COc1cccc(NC(=O)CN(C)C(=O)c2ccccc2OCc2c(C)noc2C)c1	.	.	-7	-9	.	8	.
O=C(NCc1ccc(F)cc1)[C@H]1[C@H](CO)[C@H]2Cn3c(cccc3=O)[C@@H]1N2	-2	-1[16.7 µM]	5	2	0	2	0
CC1(Cc2ccc(Cl)c(Cl)c2)C(=O)Nc2ccc(S(=O)(=O)NC3CCCCC3)cc21 (configuration not stated)	9	68	.	6	31	.	0
CC(NC(=O)COc1ccc(-c2ccccc2)cc1)C1CCCO1 (configuration not stated)	-3	.	-23	2	6	0	2

Later entries
SMILES	esBAF inh	miR-122 sensor	ARNT-TACC3 inh	ERp5 inh	Statin myotox sup	SIRT5 block	Cneo AK release
Nc1ncnc2nn(C3OC(CO)C(O)C3O)nc12 (configuration not stated)	.	.	.	5	.	4	-1
CCCCN(C(=O)c1ccccc1OCc1ccc(F)cc1)c1c(N)n(CCC)c(=O)[nH]c1=O	-3	-9	0	-8	-11	-3	2
C[C@H](O)C#Cc1ccc2c(c1)O[C@H](CN(C)Cc1cccnc1)[C@H](C)CN([C@H](C)CO)S2(=O)=O	-2	-2[16.7 µM]	4	17	.	1	-1
COc1ccc(OC)c(NC(=O)CN2C(=O)NC3(CCCc4ccccc43)C2=O)c1 (configuration not stated)	-8	-4	.	1	15	0	0
CC(C)Cn1c(=O)c2ccccc2n2c(CCC(=O)NCc3ccccn3)nnc12	3	-16	-2	1	-4	-1	-1
O=C(C=C=Nc1ccccc1)C(=O)N=C=Cc1ccccc1	-75	-1	-5	-2	26	-6	-2
O=C(/C=C/c1ccc2c(c1)OCCCO2)c1ccccc1O	.	.	0	-3	.	0	.
CCOC(=O)Cc1nnc(NC(=O)COc2ccc(F)cc2)s1	-9	-2	-12	.	-8	.	-3
COc1cccc(C(=O)Nc2ccc3c(c2)C(=O)N(C)[C@@H]2CC[C@@H](CC(=O)N[C@H](C)c4ccccc4)O[C@@H]2CO3)c1	-4	-47[16.7 µM]	-7	7	58	4	-2
COc1ccccc1C(=O)NNC(=O)c1ccc(C)cc1	16	.	-3	-1	5	-2	-3

esBAF inh, what is marked active above.
smiles	esBAF inh	miR-122 sensor	ARNT-TACC3 inh	ERp5 inh	SIRT5 block
CC(C)CC(=O)N/C(N)=N/c1nc2ccccc2o1	75*	.	-1	1	-3

Going on with the list:
SMILES	esBAF inh	miR-122 sensor	ARNT-TACC3 inh	ERp5 inh	Statin myotox sup	SIRT5 block	Cneo AK release
COc1ccc(NC(=O)CSc2nc3c(sc4ccccc43)c(=O)n2CCCN2CCCC2)cc1	7	-6	6	.	2	.	1
O=C(CSc1nc2ccccc2o1)NCC1CCCO1 (configuration not stated)	0	.	-7	0	-6	-1	2
CC1(C)CC(=O)C=C(NNC(=O)C2CCCCC2)C1	0	-5	-1	.	14	.	0
COc1ccc(C(=O)N/N=C/c2ccc(OC(=O)c3cccs3)cc2)cc1	.	.	-18	-1	.	1	.
C[C@@H]1CN([C@H](C)CO)C(=O)c2cc(C#CCN(C)C)cnc2O[C@@H]1CN(C)C(=O)c1cccc(F)c1	4	15[16.7 µM]	0	-5	0	-1	1
CCc1ccc(N2CC(C(=O)Nc3ccc(OC)c(S(=O)(=O)N4CCOCC4)c3)CC2=O)cc1 (configuration not stated)	-4	-12	.	2	1	.	0
CNC(=O)c1ccc(OC2CSC2)cc1	0	-5	-1	.	1	.	0
CCOc1cc(-c2nc(C)c(C(C)=O)n2O)ccc1OCC(=O)Nc1ccc(F)cc1	.	.	-2	0	.	1	.
COC(=O)Cn1cnc2scc(-c3ccc(C)cc3)c2c1=O	-4	2	-1	5	1	-8	-1
Cc1noc(NS(=O)(=O)c2ccc(NC(=O)CSc3nc4c(cc3C#N)CCCCC4)cc2)c1C	-12	-6	3	.	-16	.	1
CCO[C@@H]1OC(C(=O)N2CCOCC2)=C[C@H](c2coc3ccccc3c2=O)[C@H]1CCCO	-1	1	-7	-1	-1	.	-2
COc1ccc(OC)c(NC(=O)CSCc2cnn(-c3ccccc3)c2-n2cccc2)c1	-2	0	7	.	4	.	0
O=C(Nc1ccccc1C(=O)N1CCCC1)c1ccccc1	-6	-3	-8	2	-11	-2	-6
O=C(C[C@@H]1CC[C@@H](NC(=O)Nc2ccc(F)cc2)[C@@H](CO)O1)NCc1cccc(F)c1	2	.	-8	3	2	9	-4
CCCN1C(=O)/C(=C/c2ccc3c(c2)OCO3)NC1=S	.	.	12	-7	.	-1	.
Cc1c(C(=O)N(Cc2ccccc2)Cc2cccnc2)cnn1-c1ccc(F)cc1	-2	.	1	2	10	1	.

Grouped by structure: the entries above with an aryl thioether with sulfur outside any ring
SMILES	esBAF inh	miR-122 sensor	ARNT-TACC3 inh	ERp5 inh	Statin myotox sup	SIRT5 block	Cneo AK release
O=C(CSc1nnnn1C1CCCCC1)NCc1ccccc1	-4	-18	-1	.	.	.	11
CCOc1ccc(NC(=O)CSc2nnc(CNC(=O)c3cccs3)o2)cc1	6	1	0	5	1	12	0
CCn1c(SCC(=O)c2cc(C)n(-c3ccc(C(=O)OC)cc3)c2C)nnc1-c1cccnc1	-1	-1	3	.	3	.	-1
COc1ccc(NC(=O)CSc2nc3c(sc4ccccc43)c(=O)n2CCCN2CCCC2)cc1	7	-6	6	.	2	.	1
O=C(CSc1nc2ccccc2o1)NCC1CCCO1 (configuration not stated)	0	.	-7	0	-6	-1	2
Cc1noc(NS(=O)(=O)c2ccc(NC(=O)CSc3nc4c(cc3C#N)CCCCC4)cc2)c1C	-12	-6	3	.	-16	.	1
